# TRHR ag: TRH receptor (human) agonism | 360,000 tested, 0.18% active | P34981 | TRHR cells, calcium flux fluo-8, FDSS agonist mode | activation, % at 2 µM; in the data active means activation above about 30%; further: 0% is about no effect
#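 In this calcium-flux screen, cells bearing human TRHR are dye-loaded with fluo-8, baselined for 10 cycles, then exposed to library compounds; positive kinetic calcium responses during the agonist phase mark hits, with TRH as control.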
# mIDH1 inhibitor: inhibitors of human mutant IDH1 R132H; O75874; IDH1-R132H enzyme, NADPH consumption, diaphorase/resazurin fluorescence; Potency, µM (titrated, usually from 76.6 µM), for the others: at the top dose activity change, negative = inhibition, hits mostly inhibitors; 390,000 tested, 0.093% active; AID 602179; further: potency means the concentration at half of the fitted maximal effect; on the % scale 0 is the no-effect control and ±100 the full control effect; nearly all actives have a fitted effect of over 65% in size
# Target sequence (O75874 whole entry R132H, stated change not applied): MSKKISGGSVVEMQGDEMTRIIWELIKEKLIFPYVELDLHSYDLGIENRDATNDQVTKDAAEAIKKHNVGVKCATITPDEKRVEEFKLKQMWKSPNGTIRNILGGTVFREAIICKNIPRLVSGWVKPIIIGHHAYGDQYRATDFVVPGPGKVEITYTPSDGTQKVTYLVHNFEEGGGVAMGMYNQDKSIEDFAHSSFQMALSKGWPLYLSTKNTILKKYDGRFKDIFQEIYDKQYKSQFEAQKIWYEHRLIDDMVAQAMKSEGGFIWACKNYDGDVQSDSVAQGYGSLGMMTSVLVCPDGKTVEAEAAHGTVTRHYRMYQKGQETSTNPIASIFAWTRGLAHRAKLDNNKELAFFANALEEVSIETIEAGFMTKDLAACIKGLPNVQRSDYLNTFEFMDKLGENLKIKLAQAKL
#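 IDH1-R132H (0.5 ug/mL dispensed) in pH 7.5 Tris buffer was preincubated 30 min with compound, then given a substrate mix of 0.016 mM NADPH and 2 mM alpha-KG for 80 min at room temperature; remaining NADPH was read by diaphorase/resazurin fluorescence.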
# rTrxR1 inhibitor: inhibitors of rat thioredoxin reductase 1. recombinant rTrxR1, NADPH fluorescence consumption, selenite substrate. 390,000 tested, 1% active. Potency, µM (top dose mostly 114 µM), for the others: at the top dose activity change, negative = inhibition, most hits filed as inhibitors; further: potency means the concentration at half of the fitted maximal effect; on the % scale 0 is the no-effect control and ±100 the full control effect; nearly all actives have a fitted effect of over 65% in size
#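 Rat TrxR1 (90 nM in the dispensed reagent) was pre-reduced with 400 uM NADPH for 5 min at room temperature, then incubated with compound for 15 min. After 400 uM selenite was added, NADPH fluorescence (Ex 340/Em 450 nm) was followed for 8 min.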
# USP1-UAF1 inh: inhibitors of human USP1/UAF1 deubiquitinase; 390,000 tested, 0.23% active; Potency, µM (series often up to 57.1 µM), inactives show at the highest dose activity change, negative = inhibition, hits mostly inhibitors; recombinant USP1/UAF1, Ub-Rhodamine cleavage fluorescence; O94782; AID 743255; further: potency means the concentration at half of the fitted maximal effect; on the % scale 0 is the no-effect control and ±100 the full control effect; nearly all actives have a fitted effect of over 60% in size; inactives centre near -12
#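 High-throughput fluorogenic screen: 1nM USP1/UAF1 complex, Ub-Rho substrate 150nM final, 50mM HEPES pH 7.8 with 0.5mM EDTA, 0.1 mg/ml BSA, 1mM TCEP and 0.01% Tween-20.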
# D2 ag: activates the human D2 dopamine receptor. 340,000 tested, 0.53% active. activation, % at 2 µM. P14416. HEK293 T-REx D2 cells, calcium flux agonist mode;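 active means activation over 3 SD above normal in the single-dose calcium agonist read, cut at about 30% in these data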; further: 0% is about no effect
#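 In this primary screen, compounds producing a positive calcium signal within 180 s of addition to tetracycline-induced, force-coupled HEK293 Trex D2 cells are flagged; cells are dye-loaded with a no-wash calcium kit beforehand.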
# D2 antagonist: D2 dopamine receptor (human) antagonism | P14416 | HEK293 TREx D2 cells, calcium flux, dopamine EC80 | inhibition, % at 10 µM | 340,000 tested, 2% active | AID 485344; in the data active means inhibition above about 30%; further: 0% is about no effect
#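 Measurement of antagonist activity uses fluorescent calcium dye in inducible HEK293 T-REx D2 cells: 10 s baseline, compound addition with 180 s read, EC80 dopamine addition with a further 180 s read.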
# TRHR PAM: TRH receptor (human) allosteric enhancement; TRHR cells, fluo-8 calcium fluorescence, EC20 TRH enhancement; enhancement, % at 2 µM; 360,000 tested, 0.66% active; AID 493056; in the data active means enhancement above about 30%; further: 0% is about no effect
#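 TRHR-expressing cells loaded with fluo-8 calcium dye were read kinetically (ex 480/em 530) during compound addition, then stimulated with an EC20 of TRH (10 nM final). Enhancement of the Gq-mediated intracellular calcium response was scored.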
# PI4K2A block: PI4K2A (human) kinase inhibition | Q9BTU6 | purified PI4K2A, ADP-Glo luminescence, 1 h; hits give low values | activity change, negative = inhibition, % at 76.9 µM | 420,000 tested, 0.13% active | AID 1346378; in the data active means activity change below about -50%; inconclusive means mostly about -30% to -49%;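 further: -100% = wells without enzyme as full effect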
# Target sequence (Q9BTU6 whole entry, looked up): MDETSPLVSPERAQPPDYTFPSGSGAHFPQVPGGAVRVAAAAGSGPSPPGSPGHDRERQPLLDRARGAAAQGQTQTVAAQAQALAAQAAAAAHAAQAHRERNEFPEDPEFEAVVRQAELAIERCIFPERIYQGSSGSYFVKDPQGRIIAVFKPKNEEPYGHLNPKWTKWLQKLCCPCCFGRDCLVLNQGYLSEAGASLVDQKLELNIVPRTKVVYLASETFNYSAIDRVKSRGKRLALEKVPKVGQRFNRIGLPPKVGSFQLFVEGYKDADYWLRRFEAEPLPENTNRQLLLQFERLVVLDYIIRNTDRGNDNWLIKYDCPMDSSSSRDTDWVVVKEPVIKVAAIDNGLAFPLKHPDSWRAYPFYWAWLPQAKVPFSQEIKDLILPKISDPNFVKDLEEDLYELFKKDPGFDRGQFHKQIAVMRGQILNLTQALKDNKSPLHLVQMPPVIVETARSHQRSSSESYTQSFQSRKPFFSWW
#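 In this quantitative HTS, ADP production by PI4K2A was quantified luminescently after 1 h at ambient temperature; 100 microM adenosine served as plate-quality control.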
# TrxR1 substrate: is turned over as a substrate by rat TrxR1; purified TrxR1 substrate turnover, NADPH consumption readout; Potency, µM (top dose mostly 114 µM), for inactives: top-dose activity change, negative = substrate turnover; 390,000 tested, 0.01% active; AID 588456; further: potency means the concentration at half of the fitted maximal effect; on the % scale 0 is the no-effect control and ±100 the full control effect; nearly all actives have a fitted effect of over 50% in size
#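 Rat TrxR1, dispensed at 90 nM, was prereduced with 400 uM NADPH (final) for 5 min at ~22 deg C, then incubated with compound 15 min before 400 uM selenite. A first-read NADPH fluorescence drop versus no-compound background flagged substrates.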
# * = called active by the depositor; ? = inconclusive; . = no result given; [ ] = dose if it differs, or a comment. Unless noted, the call rests on the fitted dose curve; in most records, active means well fitted inhibition curve with a large enough effect; inconclusive means small, poorly fitted or top-dose-only effect; inactive means no such curve, though single readings can be large or run the other way.
[1] Cc1ccc(NC(=O)Cn2c(=O)c3cccn3c3ccccc32)cc1
[2] COc1ccc(-c2nnc3sc(CN4C(=O)c5ccccc5C4=O)nn23)cc1
[3] COc1ccc(C2C(C(C)=O)=C(O)C(=O)N2Cc2cccnc2)cc1 (configuration not stated)
[4] O=C(Nc1cccc([N+](=O)[O-])c1)C1C2CC/C=C\CCC21 (configuration not stated)
[5] COc1ccccc1Cn1c(CNS(=O)(=O)c2ccc(Cl)s2)nc2cccnc21
[6] CCS(=O)(=O)C1=NSC2=NC(=O)/C(=C\c3ccc(OS(=O)(=O)c4ccccc4)c(OC)c3)C(=N)N21
[7] COc1ccc(N2CCN(C3=NS(=O)(=O)C(c4cccc(Br)c4)=C3C)CC2)cc1
[8] N#Cc1ccccc1NC(=O)c1cnc(N2CCOCC2)c2ccccc12
[9] O=[N+]([O-])c1nn(-c2ccc3c(c2)OCCO3)n(O)c1=NC1CCN(Cc2ccccc2)CC1
[10] CCOc1ccc2ncc(S(=O)(=O)c3ccccc3)c(N3CCN(c4ccc(OC)cc4)CC3)c2c1
entry no.	1	2	3	4	5	6	7	8	9	10
TRHR ag	-0.6	0.0	0.9	0.3	-0.2	0.3	-0.3	-0.1	-0.2	0.2
mIDH1 inhibitor	0%	4%	0%	5%	-8%	?	0%	8%	-1%	5%
rTrxR1 inhibitor	5%	-1%	-11%	17%[57.1 µM]	26%[57.1 µM]	-25%	12%	13%[57.1 µM]	-4%	-8%
USP1-UAF1 inh	-19%	-11%	-5%	-8%	-9%	-28%	4%	-24%	-22%	-20%
D2 ag	1.0	-0.5	1.2	0.5	0.8	-0.9	0.1	.	-0.2	-0.1
D2 antagonist	-8	3	-1	-3	.	-10	.	.	-23	-5
TRHR PAM	-2	36*	7	6	-1	0	-1	0	8	-4
PI4K2A block	-3	3	1	-2	2	-6	-5	-3	2	-5
TrxR1 substrate	6%	-3%	-2%	-3%[57.1 µM]	3%[57.1 µM]	-13%	-1%	-1%[57.1 µM]	-6%	-13%

[11] Cc1ccc2c(CNCCc3ccc(Cl)cc3)c(C(=O)O)n(Cc3ccc(F)cc3)c2c1
[12] Cc1cc(NC(=O)Cc2ccccc2[N+](=O)[O-])no1
[13] COc1ccc(-c2cc(CC3(C(=O)O)CCN(C(=O)OC(C)(C)C)CC3)on2)c(OC)c1
[14] O=C(C[n+]1ccccc1)N1c2ccccc2Sc2ccccc21
[15] COc1ccccc1CNC(=O)CNC(=O)c1cn(-c2ccccc2OC)c(=O)c2ccccc12
[16] Cc1onc(-c2ccccc2)c1C(=O)OCC(=O)NC(C)c1ccc(Cl)cc1 (configuration not stated)
[17] O=C(CS(=O)c1cccc(C(F)(F)F)c1)Nc1ccccc1Cl (configuration not stated)
[18] COc1ccc(-c2nc(CN3CCC(C(=O)N4CCOCC4)CC3)c(C)o2)cc1C
[19] Cc1ccsc1C(=O)OCC(=O)Nc1cccc(S(=O)(=O)N2CCOCC2)c1
[20] CCOC(=O)Nc1ccc2c(c1)N(C(=O)N(CC)CC)c1ccccc1CC2
entry no.	11	12	13	14	15	16	17	18	19	20
TRHR ag	-0.2	0.4	0.1	-0.5	-0.5	3.6	0.7	-0.3	-0.1	0.2
mIDH1 inhibitor	-9%	-3%	1%	7%	3%	-23%	5%	2%	10%	0%
rTrxR1 inhibitor	2%	29%[2.29 µM]	-6%	-54%	17%[57.1 µM]	9%	23%	-6%	1%[57.1 µM]	-11%
USP1-UAF1 inh	-35%	-24%	17%	-3%	-5%	-15%	-11%	-22%	3%	-20%
D2 ag	-1.7	-0.6	-0.1	0.3	0.9	1.9	0.3	-0.1	.	-0.2
D2 antagonist	.	1	3	5	-4	-34	-9	-11	.	10
TRHR PAM	-3	3	5	4	8	-3	7	0	1	-3
PI4K2A block	7	1	0	5	-2	6	3	0	-3	-5
TrxR1 substrate	2%	3%	-3%	-2%[57.1 µM]	10%[57.1 µM]	-3%	1%	7%	-6%	-9%

[21] Cc1ccc(-c2nc(C#N)c(NCCCn3ccnc3)o2)cc1
[22] O=C(CN1CCN(C(=O)c2ccccc2)CC1)Nc1ccc(Br)cn1
[23] Cc1ccc(NS(=O)(=O)c2ccc(C(=O)NCCN3CCOCC3)cc2)cc1
[24] COc1ccc(CN2C(=O)CN=C2Nc2cc(C)ccc2C)cc1
[25] COc1cccc(C2NC(c3cccc(OC)c3O)C(C)C(=O)C2C)c1O (configuration not stated)
[26] CCOc1ccc2nc(NC(=O)C3CCCN(S(=O)(=O)c4c(C)noc4C)C3)sc2c1 (configuration not stated)
[27] Cc1cc2cc3c(cc2nc1SCC(=O)Nc1c(C)cccc1C)CCC3
[28] O=C(Cn1nc(C(=O)O)c2ccccc2c1=O)Nc1cccc(S(=O)(=O)N2CCCC2)c1
[29] CCCCn1c2c(c(=N)c3ccccc31)CCC2
[30] Cc1nnc2sc(-c3ccc(N(C)C)cc3)nn2c1=O
entry no.	21	22	23	24	25	26	27	28	29	30
TRHR ag	-1.3	-0.2	.	0.5	0.0	-0.9	.	-0.1	-2.3	-0.3
mIDH1 inhibitor	-6%	4%	3%	6%	2%	-1%	0%	4%	11%	7%
rTrxR1 inhibitor	2%[57.1 µM]	-6%[57.1 µM]	22%	2%	4%	-9%[57.1 µM]	19%	-3%[57.1 µM]	-5%[57.1 µM]	?
USP1-UAF1 inh	-3%	1%	3%	-10%	-12%	1%	-18%	-5%	6%	2%
D2 ag	-0.5	0.8	.	-1.0	0.3	-1.4	.	.	-4.0	-0.1
D2 antagonist	-3	9	.	-4	-12	-9	.	.	13	2
TRHR PAM	-9	0	.	-1	-3	4	.	2	5	-6
PI4K2A block	-2	-6	1	0	-1	-3	3	2	-9	-8
TrxR1 substrate	112%[activator][57.1 µM]	-7%	1%	0%	-7%	-1%[57.1 µM]	11%	4%[57.1 µM]	4%[57.1 µM]	-5%

[31] O=C(Nc1nccs1)c1cc2c(s1)CCCCC2
[32] COCCNC(=O)C(OC(=O)CC1Sc2ccccc2NC1=O)c1ccncc1 (configuration not stated)
[33] Cc1sc(-c2ccncc2)nc1OC(=O)c1ccc(Cl)cc1
[34] Cc1c(Cl)cccc1NC(=S)C(=C([O-])c1ccc(Cl)s1)[n+]1ccccc1
[35] CC(C)(C)c1ccc(S(=O)(=O)Nc2cccc(C3OCCCO3)c2)cc1
[36] COc1ccc(N(CC(=O)NC2CCCC2)C(=O)c2ccc(C)s2)c(OC)c1
[37] CCCn1c(=O)[nH]c(=O)c2c1nc(-c1ccc(C(F)(F)F)cc1)n2CCOC
[38] CCC(Oc1cc(Cl)ccc1Cl)C(=O)NNC(=O)CCC(=O)O (configuration not stated)
[39] Cc1ccc(Cc2c(C)c(C#N)c3[nH]c4ccccc4n3c2=O)cc1
[40] c1ccc(-c2noc(-c3cccnc3)n2)nc1
entry no.	31	32	33	34	35	36	37	38	39	40
TRHR ag	-0.3	-0.5	-0.1	.	-0.1	-0.5	-0.7	0.4	1.3	0.2
mIDH1 inhibitor	5%	1%	0%	-4%	1%	0%	1%	11%	-6%	4%
rTrxR1 inhibitor	8%	12%	-7%	9%	8%[57.1 µM]	19%	59%[activator][57.1 µM]	1%	68%[activator][57.1 µM]	12%
USP1-UAF1 inh	-8%	-11%	-8%	?	-27%	-11%	-19%	-17%	-22%	-23%
D2 ag	.	0.6	-0.8	.	-0.6	2.5	-0.8	0.3	6.1	1.0
D2 antagonist	.	-1	-5	.	14	-12	-19	5	16	19
TRHR PAM	4	6	15	.	3	1	22	0	-10	-1
PI4K2A block	?	3	8	-12	-5	2	-1	-5	0	-22
TrxR1 substrate	-3%	5%[57.1 µM]	-7%	-6%	-10%	-1%	115%[activator][57.1 µM]	-7%	29%[57.1 µM]	6%

# Part of the list above in order of formula weight, rising.
[39] Cc1ccc(Cc2c(C)c(C#N)c3[nH]c4ccccc4n3c2=O)cc1
[33] Cc1sc(-c2ccncc2)nc1OC(=O)c1ccc(Cl)cc1
[38] CCC(Oc1cc(Cl)ccc1Cl)C(=O)NNC(=O)CCC(=O)O (configuration not stated)
[35] CC(C)(C)c1ccc(S(=O)(=O)Nc2cccc(C3OCCCO3)c2)cc1
[37] CCCn1c(=O)[nH]c(=O)c2c1nc(-c1ccc(C(F)(F)F)cc1)n2CCOC
[32] COCCNC(=O)C(OC(=O)CC1Sc2ccccc2NC1=O)c1ccncc1 (configuration not stated)
[34] Cc1c(Cl)cccc1NC(=S)C(=C([O-])c1ccc(Cl)s1)[n+]1ccccc1
entry no.	39	33	38	35	37	32	34
TRHR ag	1.3	-0.1	0.4	-0.1	-0.7	-0.5	.
mIDH1 inhibitor	-6%	0%	11%	1%	1%	1%	-4%
rTrxR1 inhibitor	68%[activator][57.1 µM]	-7%	1%	8%[57.1 µM]	59%[activator][57.1 µM]	12%	9%
USP1-UAF1 inh	-22%	-8%	-17%	-27%	-19%	-11%	?
D2 ag	6.1	-0.8	0.3	-0.6	-0.8	0.6	.
D2 antagonist	16	-5	5	14	-19	-1	.
TRHR PAM	-10	15	0	3	22	6	.
PI4K2A block	0	8	-5	-5	-1	3	-12
TrxR1 substrate	29%[57.1 µM]	-7%	-7%	-10%	115%[activator][57.1 µM]	5%[57.1 µM]	-6%

# The listing continues.
[41] Cc1cc(C(=O)NCCc2ccccc2)ccc1[N+](=O)[O-]
[42] CCOc1ccc(CCNc2ncnc3onc(-c4ccc(Cl)cc4)c23)cc1
[43] Cc1cc(=O)cc(C)n1-c1ccc(F)cc1F
[44] CCN(CC)C(=O)C1CCCN(Cc2ccccc2C(F)(F)F)C1 (configuration not stated)
entry no.	41	42	43	44
TRHR ag	-0.6	0.6	0.7	-1.6
mIDH1 inhibitor	3%	-6%	10%	3%
rTrxR1 inhibitor	16%	9%	10%[57.1 µM]	7%
USP1-UAF1 inh	-5%	-23%	-19%	-17%
D2 ag	-0.9	-0.8	1.9	-0.6
D2 antagonist	23	.	-4	3
TRHR PAM	9	9	-3	-2
PI4K2A block	4	0	9	9
TrxR1 substrate	1%	-2%	3%[57.1 µM]	0%

# Source: PubChem BioAssay
